# Assay outcomes from PubChem BioAssay.
# USP1 inh: Inhibitors of USP1/UAF1: Primary Screen; Ubiquitin carboxyl-terminal hydrolase 1 (Homo sapiens), O94782; 390,000 compounds, 0.23% hits; Potency, µM (series often up to 57.1 µM), for the others: at the highest dose activity change, negative = inhibition, actives largely listed as inhibitors; recombinant USP1/UAF1, Ub-Rhodamine cleavage fluorescence; AID 743255, 2014; note: potency is the fitted concentration of half-maximal effect; % is set by controls: 0 for no effect and ±100 for the full control effect; nearly all actives have a fitted effect of over 60% in size; inactives centre near -12
# Target sequence (O94782 whole entry, looked up): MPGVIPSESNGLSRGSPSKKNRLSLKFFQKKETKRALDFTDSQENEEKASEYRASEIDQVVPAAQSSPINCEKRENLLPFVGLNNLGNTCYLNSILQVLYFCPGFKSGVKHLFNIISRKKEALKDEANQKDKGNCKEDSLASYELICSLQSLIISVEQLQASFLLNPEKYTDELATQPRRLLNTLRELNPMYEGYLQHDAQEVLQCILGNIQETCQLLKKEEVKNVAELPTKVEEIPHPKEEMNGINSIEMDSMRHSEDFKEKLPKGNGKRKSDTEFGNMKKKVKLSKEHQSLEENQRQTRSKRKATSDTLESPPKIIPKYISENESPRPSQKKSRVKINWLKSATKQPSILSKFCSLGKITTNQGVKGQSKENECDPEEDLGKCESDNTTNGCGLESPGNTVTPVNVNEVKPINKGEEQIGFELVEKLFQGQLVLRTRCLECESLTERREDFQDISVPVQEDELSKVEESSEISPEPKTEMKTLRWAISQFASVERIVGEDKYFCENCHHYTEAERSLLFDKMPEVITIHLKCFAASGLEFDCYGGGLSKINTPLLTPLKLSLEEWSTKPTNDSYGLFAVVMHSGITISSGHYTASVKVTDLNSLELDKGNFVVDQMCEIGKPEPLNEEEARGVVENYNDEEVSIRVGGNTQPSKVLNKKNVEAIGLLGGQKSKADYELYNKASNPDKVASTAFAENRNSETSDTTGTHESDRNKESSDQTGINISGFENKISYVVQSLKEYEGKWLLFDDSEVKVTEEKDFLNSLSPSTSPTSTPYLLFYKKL
#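 High-throughput fluorogenic screen: 1nM USP1/UAF1 complex, Ub-Rho substrate 150nM final, 50mM HEPES pH 7.8 with 0.5mM EDTA, 0.1 mg/ml BSA, 1mM TCEP and 0.01% Tween-20.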
# Vif-A3F inh: qHTS for Inhibitors of Vif-A3F Interactions: qHTS; HeLa A3F-eYFP + Vif (tagged APOBEC3F with the HIV-1 protein that degrades it), YFP fluorescence increase; AID 602313, 2012; 390,000 compounds, 0.2% hits; Potency, µM (titrated, usually from 46.1 µM), without a hit: at the highest dose activity, negative = active; note: potency is the fitted concentration of half-maximal effect; % of control where 0% means no effect; nearly all actives have a fitted effect of over 65% in size
#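 HeLa cells stably expressing Vif plus C-terminally eYFP-tagged A3F were seeded, incubated overnight at 37 deg C, dosed with compound, incubated overnight again at 37 deg C. Yellow fluorescence (Ex 488/Em 500-530) reported blocked Vif-mediated A3F-eYFP degradation.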
# TrxR1 substrate: qHTS Assay for Substrates of Mammalian Selenoprotein Thioredoxin Reductase 1 (TrxR1): qHTS | Thioredoxin reductase 1, cytoplasmic (Rattus norvegicus), O89049 | purified TrxR1 substrate turnover, NADPH consumption readout | Potency, µM (top dose mostly 114 µM), for inactives: top-dose activity change, negative = substrate turnover | 390,000 compounds, 0.01% hits | AID 588456, 2011; note: potency is the fitted concentration of half-maximal effect; % is set by controls: 0 for no effect and ±100 for the full control effect; nearly all actives have a fitted effect of over 50% in size
#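 Rat TrxR1, dispensed at 90 nM, was prereduced with 400 uM NADPH (final) for 5 min at ~22 deg C, then incubated with compound 15 min before 400 uM selenite. A first-read NADPH fluorescence drop versus no-compound background flagged substrates.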
# RXFP1 agonist: qHTS Assay for Agonists of the Relaxin Receptor RXFP1 | Relaxin receptor 1 (Homo sapiens), Q9HBX9 | HEK293T-RXFP1 cAMP TR-FRET, 30 min; response scale: percent of porcine relaxin response, buffer zero | Potency, µM (highest dose often 57.5 µM), without a hit: at the highest dose activation, hits mostly activators | 370,000 compounds, 0.3% hits; note: potency is the fitted concentration of half-maximal effect; % is set by controls: 0 for no effect and ±100 for the full control effect; nearly all actives have a fitted effect of over 60% in size; many of its hits are not listed in these tables
#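 HEK293T cells stably expressing RXFP1 were pretreated with the PDE4 inhibitor Ro 20174, exposed to compounds for 30 min at 37C, lysed, and cAMP was read by TR-FRET. Data normalized to buffer (basal) and 29 nM porcine relaxin (100%).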
# PI4K2A block: qHTS for small molecular inhibitors of PI4K2A. Phosphatidylinositol 4-kinase type 2-alpha (Homo sapiens), Q9BTU6. purified PI4K2A, ADP-Glo luminescence, 1 h; stronger effect = lower value. activity change, negative = inhibition, % at 76.9 µM. 420,000 compounds, 0.13% hits; in the data active = activity change below about -50%; inconclusive = mostly about -30% to -49%;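 note: -100% = wells without enzyme as full effect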
#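 In this quantitative HTS, ADP production by PI4K2A was quantified luminescently after 1 h at ambient temperature; 100 microM adenosine served as plate-quality control.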
# LDHA inh: qHTS assay for inhibitors of human lactate dehydrogenase; 480,000 compounds, 0.15% hits; L-lactate dehydrogenase A chain (Homo sapiens), P00338; activity change, % (values are at about 110 or 230 µM); purified LDHA, NADH/diaphorase-resazurin fluorescence; stronger effect = lower value; in the data active = activity change below about -30%; inconclusive = mostly about -25% to -30%;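 note: plate controls were DMSO wells for no effect and wells without enzyme for full effect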
#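 Remaining NADH was detected by diaphorase (0.133 mg/mL) converting 37 µM resazurin to fluorescent resorufin, read at 0 and 20 minutes. The preceding 5-minute room-temperature reaction used 2 nM LDHA, 0.2 mM sodium pyruvate and 0.06 mM NADH at pH 7.4.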
# GRP78 ERSR act: qHTS for Inducers of the Endoplasmic Reticulum Stress Response (ERSR) in Human Glioma: qHTS; 420,000 compounds, 0.02% hits; U87-MG GRP78 promoter luciferase reporter, 16 h; Potency, µM, for inactives: at the top dose activation, usual class: activators; AID 602332, 2012; note: potency is the fitted concentration of half-maximal effect; series mostly up to about 76 µM; % of control where 0% means no effect; nearly all actives have a fitted effect of over 35% in size
#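 ERSR induction read as luciferase luminescence (Bright-Glo, 10 min at room temperature) in stably transfected human U87-MG glioma cells exposed to compounds for 16 h, using GRP78 as sensor.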
# mIDH1 inhibitor: qHTS for Inhibitors of mutant isocitrate dehydrogenase 1 (IDH1): qHTS | IDH1-R132H enzyme, NADPH consumption, diaphorase/resazurin fluorescence | Potency, µM (highest dose often 76.6 µM), inactives show at the top dose activity change, negative = inhibition, usual class: inhibitors | 390,000 compounds, 0.093% hits; note: potency is the fitted concentration of half-maximal effect; % is set by controls: 0 for no effect and ±100 for the full control effect; nearly all actives have a fitted effect of over 65% in size
#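 IDH1-R132H (0.5 ug/mL dispensed) in pH 7.5 Tris buffer was preincubated 30 min with compound, then given a substrate mix of 0.016 mM NADPH and 2 mM alpha-KG for 80 min at room temperature; remaining NADPH was read by diaphorase/resazurin fluorescence.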
# Vif-APOBEC3G blk: qHTS for Inhibitors of Vif-A3G Interactions: qHTS; DNA dC->dU-editing enzyme APOBEC-3G (Homo sapiens), Q9HC16; AID 602310, 2012; HeLa A3G-eYFP + Vif (tagged APOBEC3G with the HIV-1 protein that degrades it), YFP fluorescence, overnight; 410,000 compounds, 0.076% hits; Potency, µM (titrated, usually from 46.1 µM), for the others: at the top dose activity, negative = active, hits mostly inhibitors;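 note: potency is the fitted concentration of half-maximal effect; % is set by controls: 0 for no effect and ±100 for the full control effect; nearly all actives have a fitted effect of over 60% in size; hits raise eYFP signal because A3G escapes Vif-driven loss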
#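 Read-out is eYFP fluorescence (Ex 488/Em 500-530) from Vif-expressing HeLa A3G-eYFP cells; more signal means A3G escaped Vif-mediated degradation. Cells plated overnight, compound pinned in, incubated overnight at 37 deg C.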
# * hit, by the source's call; ? = inconclusive; · = not tested or not shown; & = joins results of further samples; [ ] = dose if it differs, or a comment. Unless noted, calls come from the whole dose curve; as a rule, active = well fitted curve in the direction sought with a large enough effect; inconclusive = small, poorly fitted or top-dose-only effect, or another doubt; inactive = no such curve, though single readings can be large; an effect the other way counts as inactive or inconclusive.
SMILES,USP1 inh,Vif-A3F inh,TrxR1 substrate,RXFP1 agonist,PI4K2A block,LDHA inh,GRP78 ERSR act,mIDH1 inhibitor,Vif-APOBEC3G blk
COc1ccccc1NC(=O)/C=C/c1ccc(OC)c(S(=O)(=O)N2CCOCC2)c1,-10%,-2%,-5%[57.1 µM],4.5%,2,5,2%,8%,1%
CCCOC(=O)Oc1ccc2c(=O)c(Oc3cc(C)cc(C)c3)coc2c1,-11%,3%,-3%,1.1%,7,-1,0%,-5%,-9%
CCCN1CNc2c(c(=O)[nH]c(=S)n2CCc2ccc(OC)c(OC)c2)C1,-10%,-12%,-5%&9%,1.4%,14,-4&-4,-5%,8%,4%
O=C1/C(=C/c2ccccc2Cl)SC(=S)N1CCC(=O)N1CCCCC1CCO (configuration not stated),-15%,5%,-2%,-1.8%,2,-4,-6%,-3%,-6%
Cc1ccc(C(=O)CCC(=O)N2CCC(C(N)=O)CC2)cc1,-8%,7%,-9%,3.5%,-7,-11,-1%,-1%,-7%
Cc1cc(NC(=O)CCC(=O)N(Cc2ccccc2)C(C(=O)NC2CCCC2)c2ccco2)no1 (configuration not stated),2%,-5%,-4%[0.0914 µM],-0.6%,-5,-3,-5%,-3%,-1%
CN1/C(=C\C=C2\N=C(c3ccc(F)cc3)OC2=O)C(C)(C)c2ccccc21,28µM*,-18%,8%[57.1 µM],-1.5%,2,-4,-4%,12%,0%
C[C@H](CO)N1C[C@H](C)[C@@H](CN(C)C(=O)Nc2ccc3c(c2)OCO3)Oc2ccc(NC(=O)CCN3CCOCC3)cc2C1=O,?,0%,-2%,·,3,1,-7%,4%,4%
O=C1CCCC2=C1C1(CCCC1)N=C(Nc1nc3cc(-c4ccccc4)ccc3o1)N2,·,·,·,·,-2,-6&-1,2%,·,-9%
CCc1cccc(C)c1NC(=O)Cn1c(NCCO)nc2ccccc21,-4%,3%,4%,-0.4%,1,-5,-5%,0%,2%
c1cnc(N2CCN(Cc3ccc4c(c3)OCO4)CC2)nc1,-25%&-24%,2%&1%,-1%[57.1 µM],0.2%&4.5%,-2&-4&-7&2,0&-6,0%&-1%&5%&-2%&-4%&-2%,-9%&2%,1%&1%
CNc1cc([N+](=O)[O-])ccc1N/C=C/C(=O)c1ccc2c(c1)OCO2,-16%,?,-7%,0.4%,-3,4,2%,3%,2%
CC(C)(C)c1ccccc1NC(=O)Cn1cnc2cc([N+](=O)[O-])ccc2c1=O,-23%,2%,5%,8.8%,1,1,-7%,-2%,1%
O=C(CSc1nnc(CCCN2C(=O)c3cccc4cccc(c34)C2=O)n1-c1ccccc1)N1CCCCC1,-2%,-1%,5%,0.8%,1,12,-3%,2%,-1%
Cc1cc(C(=O)Nc2ccccc2[N+](=O)[O-])cs1,?,4%,-1%,1.0%,-1,-2,0%,1%,-8%
O=C(N/C(=C/c1ccc(Br)cc1)c1nc2ccccc2[nH]1)c1ccco1,-23%,8%,19%,1.8%,-1,-14,12%,0%,-6%
COCCSc1ccccc1C(=O)N1CCc2ccccc2C1,?,8%,-1%[57.1 µM],-0.9%,0,-4,-4%,1%,-2%
COc1ccc(NC(=O)CSc2nc3c(c(=O)n2-c2ccc(F)cc2)SCC3)cc1,-18%,-8%,-2%,3.2%,0,-1,-2%,6%,-1%
CN(C(=O)C1CCOC1)c1nnc(C2CCOC2)s1 (configuration not stated),-11%,4%,-5%,1.3%,-13,-3,0%,6%,-4%
Oc1ccccc1C1C=C(c2ccc3c(c2)OCO3)NC(c2c(F)cccc2Cl)N1 (configuration not stated),·,·,10%[0.457 µM],·,·,-1,?,·,?
Cc1ccccc1-n1c(SCC(=O)N/N=C/c2c(C)nn(-c3ccccc3)c2C)nc2ccccc2c1=O,-11%,7%,-1%,0.7%,-2,0,-1%,6%,0%
CC(Oc1ccccc1F)c1nnc(SCC(=O)Nc2ccc(N3CCOCC3)cc2)o1 (configuration not stated),-21%,-15%,-2%,-2.7%,-2,-8,-6%,2%,2%
O=C(Nc1ccc(-c2nc3cccnc3s2)cc1)c1ccc(Br)o1,7%,-6%,65%[activator][57.1 µM],-1.3%,-1,-9,0%,-8%,-1%
COc1cccc2[nH]c3c(N4CCC(C)CC4)ncnc3c12,4%,0%,11%,-0.2%,-5,3,4%,7%,5%
CC(C)[C@H](NC(=O)N1CC(=O)Nc2ccccc21)C(=O)N1CCC[C@@H]1C(=O)O,-23%,1%,-7%,-0.3%,4,-2,0%,-9%,0%
CNC(=O)c1oc(-c2ccccc2)nc1C,-7%,-1%,-4%,3.0%,-4,-3,-1%,-4%,-3%
O=C(OCCN1CCCC1)C1(c2ccccc2)CCCC1,-10%,-9%,-3%,-2.4%,1,1&-4,-3%,8%,2%
COC(=O)Nc1[nH]ncc1[N+](=O)[O-],-9%,-10%,0%[57.1 µM],0.6%,1,1,-2%,4%,0%
O=C1/C(=C/c2cccs2)SC(=S)N1CC(=O)N1CCCCC1CCO (configuration not stated),-25%,13%,-4%,0.1%,-1,-4,-3%,7%,5%
Cc1oc2c(c1C(=O)N1CCOCC1)C(=O)c1ccccc1C2=O,?,0%,-10%,12%,-4,14,-10%,-3%,-25%
Cc1ccc2c(CN3CCC(C)CC3)cc(=O)oc2c1,1%,1%,3%[57.1 µM],-1.2%,6,8&-4,?,4%,-4%
O=C(NC1CCN(Cc2ccccc2)CC1)c1ccccc1OCc1ccccc1,-12%,2%,-4%,1.6%,0,0,-4%,-3%,1%
CC(=O)N1CCN(C(=O)COC(=O)c2ccc(S(C)(=O)=O)cc2)CC1,-14%,1%,-4%,·,8,-8,-3%,-2%,1%
O=C(Nc1cc(Cl)cc(Cl)c1)c1ccc(Cn2c(=O)[nH]c3ccsc3c2=O)cc1,-20%,-12%,2%[57.1 µM],?,-5,-13,1%,-8%,-15%
COc1cc(C(=O)NC(C)C2CC3CCC2C3)ccc1OC(F)F (configuration not stated),-4%,1%,-12%,1.6%,0,-4,-1%,9%,0%
C[C@@]12CCC=C[C@H]1[C@H](c1ccccc1Br)N(Cc1ccccc1)C2=O,?,?,3%,·,4,3,-3%&7%,9%,0%
Cc1ccc(O)c(CNc2cccc(C)n2)c1,-18%,4%,4%[57.1 µM],-0.2%,2,-5,1%,1%,0%
CSc1ccc(S(=O)(=O)NCC(=O)OCC(=O)N2CCC(C)CC2)cc1[N+](=O)[O-],-11%,-2%,-5%,-0.6%,6,-1,?,-7%,3%
O=C(N/N=C/c1ccc(Cl)cc1)c1cc(-c2cccnc2)nc2ccccc12,-3%,-20%,-5%[57.1 µM],0.5%,1,4,-3%,5%,?
Cc1ccc(S(=O)(=O)NC(=O)NCCCCNC(=O)NS(=O)(=O)c2ccc(C)cc2)cc1,-11%,-1%,3%,-1.0%,3,1,-4%,3%,2%
O=C(NCC1CCCO1)c1ccc2c(=O)n(CC3CCCO3)c(=S)[nH]c2c1 (configuration not stated),-10%,-7%,-3%,0.2%,3,8,1%,-3%,0%
OC(CNc1nc(-c2cccnc2)nc2ccccc12)c1ccccc1 (configuration not stated),-17%,10%,-7%,7.0%,-3,-5,-4%,0%,1%
CS(=O)(=O)N1CCN(c2ccccc2NC(=O)c2cc(Br)ccc2Cl)CC1,-25%,-75%,1%[57.1 µM],-1.3%,-1,-14,-1%,2%,-5%
O=C(COc1ccccc1F)Nc1ccc(OCc2cc(=O)n3ccccc3n2)cc1,-22%,1%,-2%[57.1 µM],0.0%,3,2,-3%,3%,2%
COCCNc1oc(/C=C/c2cccc(OC)c2)nc1S(=O)(=O)c1ccccc1,-1%,0%,·,·,-4,-11,-4%,-1%,-8%
Cc1cc(-c2ccc3c(c2)COc2c4ccccc4nn2-3)on1,-4%,1%,-2%,·,-22,-6,-3%,25%,-2%
COc1cccc(C(=O)N2C(C(C)C)COc3cc(Br)ccc3S2(=O)=O)c1 (configuration not stated),-20%,0%,·,·,4,3,3%,2%,1%
O=C(CCC1CCCCC1)NCCN1C2=NC[C@H](Cc3ccccc3)N2C[C@H]1Cc1ccc(O)cc1,-11%,-7%,1%,1.6%,0,-8,-5%,5%[38.3 µM],0%
COc1ccc(C(=O)OCc2cc(C)ccc2C)cc1S(=O)(=O)N1CCCC1,-6%,2%,-19%,3.3%,4,-3,-3%,-5%,-4%

# These rows are one share of the data. The share of hits here may be higher or lower than overall.
